BRCT PPI red: disrupts BRCA1 BRCT binding to phosphoprotein, red fluorophore readout | Potency, µM (titrated, usually from 76.9 µM), inactives show at the top dose activity change, negative = inhibition, hits mostly inhibitors | BRCT-phosphopeptide binding, red fluorescence polarization | P38398 | 0.03% of 75,000 active; also: % is scaled to controls: 0 for no effect and ±100 for the full control effect
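Rhodamine-labelled pBACH1 10-mer (100 nM) bound to BRCT domain (100 nM) at pH 7.3; compounds incubated 12 min room temperature, polarization read. Free peptide defines full inhibition; unlabelled decapeptide titrated as control.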
4-MU autofl: compounds fluorescent in 4-MU spectral region | max dye-equivalent concentration, M | 11% of 59,000 active | AID 589 | compound autofluorescence, 340/450 nm, 4-MU equivalents; hits give high values; in the data active = max dye-equivalent concentration above about 10 nM; inconclusive = mostly about 1.1 nM to 9.6 nM
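Compounds in 100 mM Tris, pH 8.0, incubated 15 min at room temperature, then fluorescence read at 340 nm excitation/450 nm emission. Signal converted to 4-MU dye-equivalent concentration using an on-plate six-point 4-MU standard curve.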
HBB splicing: alters splicing of the hemoglobin beta chain | HBB splicing reporter cell assay, activation; EGFP reporter with mutant IVS2-654 intron; response scale: normalised to 500 nM splice-correcting PNA | Potency, µM (highest dose often 46.1 µM), without a hit: top-dose activation, usual class: activators | 0.06% of 65,000 active | AID 925; also: potency is read from the fitted curve at half-maximal effect; 0% is about no effect
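Compounds were applied for 2 days to HeLa EGFP-654 cells, 500/well in Optimem with 2% FCS. The reporter's EGFP is disrupted by mis-splicing of beta-globin intron IVS2-654. Readout: summed well GFP fluorescence from 488 nm laser scanning; reference was 500 nM antisense […] 654 PNA.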
Hsp90 Hop PPI: changes Hsp90-Hop TPR2A binding signal, up or down; AID 595; AlphaScreen TPR2A-His6 binding biotin-Hsp90 C-terminal peptide; 0.44% of 71,000 active; Potency, µM (doses to about 57 µM), without a hit: at the highest dose activity change, negative = inhibition; active = well fitted curve in either direction with a large enough effect; inconclusive = small, poorly fitted or top-dose-only effect, or another doubt; also: potency is read from the fitted curve at half-maximal effect; % is scaled to controls: 0 for no effect and ±100 for the full control effect; many of its hits are not listed in these tables
CRE-bla Fsk: modulators of forskolin-stimulated CRE signaling in CHO cells | Potency, µM (highest dose often 38.2 µM), without a hit: at the top dose activity change, negative = inhibition, actives largely listed as activators | CHO CRE-bla reporter (cAMP response element driving beta-lactamase), forskolin EC10, beta-lactamase ratio | 2.5% of 71,000 active; active = well fitted activation curve with a large enough effect in the signal ratio, with a control signal flat, not every such curve was filed as active; inconclusive = small, poorly fitted or top-dose-only effect, or effect the other way, or a change in a side signal; the % refers to the signal ratio; also: potency is read from the fitted curve at half-maximal effect; % of control where 0% means no effect
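CHO CRE-bla cells, overnight plating in Opti-MEM with 0.5% dialyzed FBS; cpd titration + EC10 NKH 477, 3 h 37 °C; CCF4 2 h RT; ex 405/em 460 vs 530 ratio → %Activity, AC50.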
BRCT PPI green: inhibitors of human BRCA1 BRCT-phosphoprotein interaction (green fluorophore) | BRCA1 BRCT-phosphopeptide binding, green fluorescence polarization | Potency, µM (highest dose often 76.9 µM), for inactives: at the top dose activity change, negative = inhibition, hits mostly inhibitors | 0.05% of 75,000 active | AID 875;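 also: potency is read from the fitted curve at half-maximal effect; plate controls were peptide without protein for full effect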
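Fluorescence polarization: His-tagged BRCT (~35 kDa BRCA1 C-terminus, 250 nM) bound to 100 nM fluorescein-labeled phosphorylated 10-aa BACH1 peptide, pH 7.3 phosphate buffer with DTT and Tween 20. Compounds incubated 12 min at room temperature; inhibition read as lowered polarization.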
Epigenetic mod: derepresses silenced GFP locus in mouse C127i cells. mouse C127i GFP locus derepression, cytometry, 30 h. Potency, µM (highest dose often 46.1 µM), inactives show top-dose GFP derepression (activation). 0.09% of 68,000 active. AID 597; also: % of control where 0% means no effect
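Derepression screen: silenced CMV-GFP reporter in murine C127i cells, 30 h compound incubation at 37 C, washed cells imaged by laser-scanning cytometer to enumerate GFP-expressing objects of 20 to 120 um.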
Ub-GFP proteasome: inhibits proteasome, raising ubiquitin-GFP reporter fluorescence; Ubiquitin-GFP reporter cells, proteasome inhibition, GFP fluorescence; response scale: untreated = 0%, 10 µM MG-132 = 100%; Potency, µM (top dose mostly 45.9 µM), inactives show at the highest dose activation (GFP accumulation), most hits filed as activators; 67,000 tested, under 10 active; AID 526; active = well fitted activation curve with a large enough effect, not every such curve was filed as active; inconclusive = small, poorly fitted or top-dose-only effect, or another doubt; inactive = no such curve, though single readings can be large or run the other way; also: potency is read from the fitted curve at half-maximal effect
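Proteasome blockade was scored as a rise in GFP-expressing U2OS cells carrying a ubiquitin(G76V)-GFP construct, imaged after 4 hr compound treatment at 37 °C across a 46 uM–2.9 nM series.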
15-hLO inh: blocks human 15-lipoxygenase activity; 1.4% of 74,000 active; P16050; purified 15hLO-1, xylenol orange hydroperoxide absorbance; Potency, µM (highest dose often 57.1 µM), without a hit: at the top dose activity change, negative = inhibition, hits mostly inhibitors; also: potency is read from the fitted curve at half-maximal effect; % is scaled to controls: 0 for no effect and ±100 for the full control effect; nearly all actives have a fitted effect of over 55% in size
Target sequence (P16050 whole entry, looked up): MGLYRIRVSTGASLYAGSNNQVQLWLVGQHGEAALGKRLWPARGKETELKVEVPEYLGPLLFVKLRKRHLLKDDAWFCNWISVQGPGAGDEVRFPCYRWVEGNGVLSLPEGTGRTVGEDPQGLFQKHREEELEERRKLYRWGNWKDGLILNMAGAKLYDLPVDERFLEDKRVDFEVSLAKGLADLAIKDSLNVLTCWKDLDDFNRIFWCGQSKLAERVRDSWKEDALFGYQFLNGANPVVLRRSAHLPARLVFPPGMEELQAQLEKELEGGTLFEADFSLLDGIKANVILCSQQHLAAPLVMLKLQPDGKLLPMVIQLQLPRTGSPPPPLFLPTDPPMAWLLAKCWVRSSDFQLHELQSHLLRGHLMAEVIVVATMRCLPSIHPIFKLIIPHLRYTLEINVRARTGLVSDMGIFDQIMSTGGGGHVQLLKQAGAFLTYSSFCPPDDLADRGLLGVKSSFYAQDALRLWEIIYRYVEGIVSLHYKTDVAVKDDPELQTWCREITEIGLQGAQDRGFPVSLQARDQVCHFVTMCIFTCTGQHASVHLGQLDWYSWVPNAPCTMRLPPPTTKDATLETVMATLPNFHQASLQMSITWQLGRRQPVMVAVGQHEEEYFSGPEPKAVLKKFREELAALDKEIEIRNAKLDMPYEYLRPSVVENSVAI
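40 nM 15hLO-1 + cpd, 15 min RT; start w/ 50 uM AA (final), 6 min RT; stop/detect w/ 200 uM XO + 300 uM Fe(II) in 50 mM H2SO4, 30 min; A573/A405. Buffer 25 mM Hepes pH 7.5, 0.01% Triton X-100. No-enzyme wells as negative control.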
DNA Pol III inh: DNA polymerase III holoenzyme inhibition. Potency, µM (doses to about 57.1 µM), inactives show at the top dose activity change, negative = inhibition. AID 603. reconstituted DNA polymerase III holoenzyme replication, biochemical. 0.25% of 71,000 active; also: potency is read from the fitted curve at half-maximal effect; % is scaled to controls: 0 for no effect and ±100 for the full control effect
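Reconstituted *E. coli* holoenzyme (0.35 nM Pol III, 1 nM beta, 154 nM SSB, 2 nM primase) was preincubated with compound for 15 min at RT. Synthesis on 1.4 nM ssM13Gori ran 35 min, then was stopped with PicoGreen/EDTA and read as dsDNA fluorescence.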
A350 autofl: compound fluoresces in the Alexa 350 spectral region; Compound autofluorescence, 340/450 nm, Alexa 350 dye-equivalents; hits give high values; max dye-equivalent concentration, M; 11% of 59,000 active; in the data active = max dye-equivalent concentration above about 10 nM; inconclusive = mostly about 1.1 nM to 9.6 nM
* marks the source's active call; other numbers are inactive results; i = inactive; ? = inconclusive; · = not tested or not shown; [ ] = dose if it differs, or a comment. Unless noted, calls follow the shape of the dose curve; as a rule, active = well fitted curve in the direction sought with a large enough effect; inconclusive = small, poorly fitted or top-dose-only effect, or another doubt; inactive = no such curve, though single readings can be large; an effect the other way counts as inactive or inconclusive. This is a random part of the collection. About 12% of those tested had a hit in this group.

SMILES	BRCT PPI red	4-MU autofl	HBB splicing	Hsp90 Hop PPI	CRE-bla Fsk	BRCT PPI green	Epigenetic mod	Ub-GFP proteasome	15-hLO inh	DNA Pol III inh	A350 autofl
CCOC(=O)c1c(C)c(C(=O)Nc2ccc3c(c2)OCCO3)c(C)n1C	0.5%	i	-1.1%	-5.1%	10.8%	1.0%	-2.0%	2.6%	-0.7%	-1.3%	i
CN(CC(=O)Nc1ccncc1)S(=O)(=O)c1ccccc1	-1.3%	i	0.3%	-3.5%	-3.8%	-2.1%	5.9%	-1.7%	-1.5%	-2.6%	i
COc1cc(OC)c(-c2nnc(-c3ccc(OC)c(OC)c3OC)o2)cc1OC	2.3%	2.68e-07M*	-0.7%	-16.0%	3.98µM*	-0.4%	1.6%	6.1%	0.6%	-7.4%	2.59e-07M*
COc1ccc(-n2c(=O)c(CCc3ccccc3)nc3cncnc32)cc1	-0.9%	i	4.5%	0.8%	-4.6%	-1.7%	-2.7%[9.22 µM]	-4.9%	-3.0%	-7.0%	i
Cc1nnc(SCCn2c(N3CCCCC3)nc3c2c(=O)[nH]c(=O)n3C)s1	0.8%	i	·	2.7%	2.2%	-0.2%	0.0%	1.3%	0.9%	-1.7%	i
CCC(=O)N1CCCc2cc(S(=O)(=O)N3CCN(c4ccccn4)CC3)ccc21	-1.5%	i	-0.4%	-4.3%	5.8%	0.7%	8.6%	4.9%	-6.8%	-4.8%	i
CCOC(=O)c1c(CN(C)C)oc2cc(CN(C)C)c(O)c(CSc3ccccc3)c12	0.1%	i	-0.8%[1.84 µM]	-11.5%	?	-1.4%	-2.0%	6.4%	-15.6%	-2.3%	i
Cc1cc(Cl)ccc1OCC(=O)NCCC(=O)O	-1.3%	·	-4.4%	0.2%	-6.2%	0.4%	-2.0%	7.9%	4.2%	-1.8%	·
CC(C)CCN(C)C1CCN(S(=O)(=O)c2ccc(F)cc2)CC1	-0.1%	·	-0.9%	-10.1%	-9.9%	-2.5%	-4.4%	15.4%	4.4%	-2.6%	·
COc1ccc(CCNS(=O)(=O)c2cccc(C(=O)O)c2)cc1OC	-0.3%	i	0.5%	-3.3%	0.6%	-0.1%	2.2%	-7.6%	2.5%	-7.3%	i
CCOC(=O)c1c(N)sc2c1CCC(C)C2 (configuration not stated)	-0.8%	·	-3.1%[0.0738 µM]	-10.5%[11 µM]	7.8%[7.6 µM]	0.1%	3.1%	-10.3%[9.17 µM]	?	1.2%[11.4 µM]	·
c1ccc(-c2nnc(CN3CCCc4ccccc43)o2)cc1	-1.7%	?	0.6%	-20.9%	-14.8%	-0.7%	0.6%	-3.6%	?	-1.7%	?
CN1C(=O)/C(=C2\SC(=S)N(C(CCC(=O)O)C(=O)O)C2=O)c2ccccc21 (configuration not stated)	0.6%	·	1.1%	1.7%	-5.7%	-0.3%	-1.8%	4.3%	?	-11.4%	·
COc1cc2nc3c(c([Si](C)(C)C(C)(C)C)c2cc1OC)Cn1c-3cccc1=O	-1.7%	·	-3.3%	3.6%	15.8µM*	14.9%	·	·	·	17.4%	·
N=c1c2c(n(Cc3ccc(Cl)cc3)c3c1CCC3)CCC2	0.2%	i	-2.2%[57.5 µM]	-2.5%	6.0%	0.1%	3.7%	4.3%	-3.9%	-9.9%	i
COc1cc2nc(-c3cccs3)oc(=O)c2cc1OC	-0.5%	6.47e-07M*	0.6%	-1.2%	?	-1.4%	-0.5%	0.0%	4.1%	-5.8%	7.04e-07M*
Cc1cc(NC(=O)Nc2ccccc2)n(-c2ccccc2)n1	0.8%	i	-0.8%	2.5%	-9.6%	-1.1%	5.2%	1.3%	15.7%	-1.0%	i
N=c1ccccn1CC(O)COc1ccccc1 (configuration not stated)	1.0%	i	0.6%	0.1%	0.5%	-0.8%	4.8%	-2.0%	7.2%	-4.5%	i
O=C(Oc1cccc2ccccc12)c1ccco1	0.3%	·	1.8%[0.0738 µM]	-2.0%[11 µM]	?	0.4%	-4.7%	15.1%[9.17 µM]	-11.1%[11.4 µM]	-6.1%[11.4 µM]	·
CC(C)OP(C)(=O)CN1CCN(CP(C)(=O)OC(C)C)CC1 (configuration not stated)	-2.3%	·	-0.6%[9.22 µM]	-1.3%	-4.2%	-1.2%	0.0%	-6.6%	-29.3%	-0.8%	·
CC(C)(C)c1ccc(O)c(CN(Cc2cc(C(C)(C)C)ccc2O)C2CCCCC2)c1	2.3%[15.4 µM]	i	3.1%[9.22 µM]	?	-4.9%[7.6 µM]	0.1%[15.4 µM]	2.2%[9.22 µM]	-4.6%[9.17 µM]	-8.2%[11.4 µM]	-7.6%[11.4 µM]	i
COc1ccc(CNc2ncnc3ccc(-c4ccccc4CN(C)C)cc23)c(OC)c1	2.4%	i	0.6%	-9.8%	22.8%	0.9%	-5.1%[9.22 µM]	-4.3%	2.3%	-2.6%	i
COc1ccc(CCNC(=O)c2oc3ccc(S(=O)(=O)N4CCOCC4)cc3c2C)cc1OC	-0.9%	i	-0.5%	-3.7%	5.1%	-1.2%	-6.8%	22.9%	-11.4%	-9.2%	?
C=CCn1c(SCC(=O)c2ccccc2)nnc1-c1cc2ccccc2o1	-0.8%	i	0.4%	0.4%	-11.0%	-0.8%	-3.2%	2.0%	-15.1%	-4.6%	?
COC(=O)[C@@]1(Cc2ccc(OC)cc2)[C@H]2c3cc(C(=O)N(C)C)n(Cc4ccsc4Br)c3C[C@H]2CN1C(=O)c1ccccc1	-0.2%	·	0.2%	-22.8%	?	-0.3%	·	·	·	-11.0%	·

Following part:
SMILES	BRCT PPI red	4-MU autofl	HBB splicing	Hsp90 Hop PPI	CRE-bla Fsk	BRCT PPI green	Epigenetic mod	Ub-GFP proteasome	15-hLO inh	DNA Pol III inh	A350 autofl
COc1cc(/C=C/C2=NC(=O)C(C)(C)O2)ccc1O	-0.8%	?	0.3%[57.5 µM]	0.3%	-9.0%	2.1%	3.3%	-6.4%	4.4%	-1.5%	?
Cc1cc(C)c(S(=O)(=O)N(CC(=O)N2CCCC2)C2CCCCC2)c(C)c1	-0.9%	i	-0.4%	-2.9%	?	1.1%	0.0%	-7.5%	-6.8%	-1.9%	i
COc1cc2c(C(=O)N3CCN(C)CC3)c(C)oc2cc1Br	-0.3%	i	-0.7%	1.9%	0.1%	-1.9%	-2.6%	11.6%	8.6%	-17.9%	?
COc1ccc(N2CCN(C(=O)c3ccc(CS(=O)(=O)c4ccc(OC)cc4)o3)CC2)cc1	-0.3%	·	-0.7%	-5.2%[2.3 µM]	11.7%	-2.9%	·	-12.7%	-3.2%	0.9%	·
CC(C)(C)c1nc2scc(-c3cccs3)c2c(=O)o1	0.0%	i	-1.5%	0.0%	-13.3%	2.7%	4.3%	2.2%	-25.4%	-3.1%	i
COc1ccc(NC(=O)N2CCCC3(CCN(C(=O)c4cccn4C)CC3)C2)cc1	-2.2%	i	0.7%	-4.1%	-3.5%	-1.5%	0.0%[9.22 µM]	-3.1%	8.6%	-7.1%	i
CCCCOc1ccc(S(N)(=O)=O)cc1	-1.5%	i	-0.1%	0.2%	0.8%	0.6%	0.0%	2.2%	-1.0%	-1.7%	i
CCOc1ccc(NC(=O)N(C2CCCCC2)C(C)c2ccncc2)cc1 (configuration not stated)	0.5%	i	1.0%	-2.7%	?	-2.1%	8.6%	11.2%	7.4%	-1.9%	i
O=C(CSc1nnc(Cc2ccccc2)n1Cc1ccco1)NC12CC3CC(CC(C3)C1)C2	-2.0%	i	-1.3%	-8.2%	-5.7%	1.3%	4.3%	-3.4%	-20.3%	6.6%	i
CCOC(=O)C1CCCN(C(=O)c2ccco2)C1 (configuration not stated)	0.4%	·	0.8%[0.0738 µM]	-4.1%[11 µM]	?	0.5%	-1.5%	-4.3%[9.17 µM]	-0.5%[11.4 µM]	0.2%[11.4 µM]	·
C=CCn1c(SCC(=O)Nc2nccs2)nnc1-c1cc2cccc(OC)c2o1	0.9%	i	-1.5%	-2.0%	5.0%	-2.0%	-2.7%	-0.3%	-1.2%	-3.8%	i
CCC(=O)N1CCc2cc(S(=O)(=O)CCC(=O)Nc3cccc(F)c3)ccc21	0.7%	i	-3.3%	3.3%	-5.4%	-1.0%	-6.8%	-3.9%	-6.6%	-0.1%	i
O=C(CSc1nccc(=O)[nH]1)N1CCCc2ccccc21	-0.4%	i	3.3%	-2.6%	?	-0.7%	-1.1%	-3.9%	2.3%	-8.4%	i
Cc1noc(C)c1C(=O)OCC(=O)NCCc1ccc(Cl)cc1	-0.3%	i	-0.2%[57.5 µM]	0.2%	-7.5%	-1.9%	1.0%	2.3%	11.6%	-2.5%	i
C=C1C(C(=O)N2CCN(C)CC2)C1C(=O)N1CCN(C)CC1 (configuration not stated)	2.2%	i	4.4%[0.369 µM]	?	?	-4.0%	0.0%	·	5.3%	-2.1%	i

Screens from PubChem.
